mHtt clearance = clearance of mutant huntingtin inclusions, primary screen, imaging, HeLa Exon1htt(103Q)mCFP, confocal imaging | actives 0.42% (n = 47,000) | aggregate imaging; zero = plate's median compound well | inhibition, % at 1.5 µM | AID 853, 2007;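 active = inhibition of aggregate fluorescence above about 70%, also judged a hit by eye on the cell image, limit read from the data, passing the limit was not always enough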;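 also: cells exposed to compound for three days before fixation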
mHtt clearance grain fraction = further read-out of mHtt clearance, marked with its call; fraction fluorescence in grains; measured here: aggregate grain fluorescence fraction; active compounds read low;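 scaled fraction of total cell fluorescence in grains with unit not stated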
The depositor's hits bear a star. An excerpt (hit frequency here may not be typical).

What do the screens show for `CCOCC(=O)Nc1nc2ccc(OC)cc2s1`?
mHtt clearance: -2; mHtt clearance grain fraction: 20

Results for COc1ccc(OC)c(S(=O)(=O)NC(C)(C)C)c1 ?
mHtt clearance: 10; mHtt clearance grain fraction: 29

How did Cc1ccc(S(=O)(=O)N(CCC#N)CCN2CCCC2)cc1 do in these assays?
mHtt clearance: -4; mHtt clearance grain fraction: 21

Results for O=C(CN1CCOCC1)Nc1c(-c2ccccc2)c2cc(Br)ccc2[nH]c1=O ?
mHtt clearance: 16; mHtt clearance grain fraction: 37

Results for C=CCn1c(=NC(=O)C2CCCCC2)sc2cc(NC(C)=O)ccc21 ?
mHtt clearance: -25; mHtt clearance grain fraction: 46

What do the screens show for `CCCCn1c(=O)[nH]c2ccccc21`?
mHtt clearance: -21; mHtt clearance grain fraction: 59

How did CC(C)CNS(=O)(=O)c1ccc(CCC(=O)O)cc1 do in these assays?
mHtt clearance: 3; mHtt clearance grain fraction: 19

What do the screens show for `Cc1ccc(-n2c(CSc3nc(C)cc(C)n3)nnc2SCC(=O)NCc2ccco2)cc1`?
mHtt clearance: 0; mHtt clearance grain fraction: 20

What do the screens show for `CC1CCCCC1NC(=O)C1CCCN1S(=O)(=O)c1cccc2nsnc12` (stereo not drawn)?
mHtt clearance: 0; mHtt clearance grain fraction: 52

Results for NC(=O)c1cc(-c2ccccc2)nc(N2CCCCCC2)n1 ?
mHtt clearance: 12; mHtt clearance grain fraction: 38

Results for O=C(c1ccc(CS(=O)(=O)c2ccc(Br)cc2)o1)N1CCN(c2ccccn2)CC1 ?
mHtt clearance: 5; mHtt clearance grain fraction: 46

How did O=S(=O)(NC1CCCCC1)c1cccc(-c2nnc(-c3ccccc3)o2)c1 do in these assays?
mHtt clearance: -66; mHtt clearance grain fraction: 64

The closing three entries of the section before lead into the next.
Results for NC(=O)c1cc(-c2ccccc2)nc(N2CCCCCC2)n1 ?
mHtt clearance: 12; mHtt clearance grain fraction: 38

Results for O=C(c1ccc(CS(=O)(=O)c2ccc(Br)cc2)o1)N1CCN(c2ccccn2)CC1 ?
mHtt clearance: 5; mHtt clearance grain fraction: 46

How did O=S(=O)(NC1CCCCC1)c1cccc(-c2nnc(-c3ccccc3)o2)c1 do in these assays?
mHtt clearance: -66; mHtt clearance grain fraction: 64

What do the screens show for `COc1ccc(C)cc1S(=O)(=O)N(CC(=O)N1CCCC1)c1ccccc1`?
mHtt clearance: 9; mHtt clearance grain fraction: 16

Results for O=C(NC1CSC/C1=N\O)c1ccccc1 (stereo not drawn) ?
mHtt clearance: -70; mHtt clearance grain fraction: 31

What do the screens show for `Cc1cccc(C)c1NC(=O)NC1(C(=O)NCCCN2CCOCC2)CCCCC1`?
mHtt clearance: -21; mHtt clearance grain fraction: 22

Results for COc1ccc(C(c2nnnn2Cc2ccccc2)N2CCN(c3nc4ccccc4s3)CC2)cc1OC (stereo not drawn) ?
mHtt clearance: 26; mHtt clearance grain fraction: 14

What do the screens show for `CC(=O)OC(C(=O)NC1CCCCC1)c1ccc(C)cc1` (stereo not drawn)?
mHtt clearance: -21; mHtt clearance grain fraction: 27

How did O=C(c1cc(-c2ccc3c(c2)OCO3)on1)N1CCOCC1 do in these assays?
mHtt clearance: -33; mHtt clearance grain fraction: 29

Results for C=CCOc1c(CNc2ccc(S(N)(=O)=O)cc2)cccc1OC ?
mHtt clearance: -118; mHtt clearance grain fraction: 39

Results for O=S(=O)(Cc1ccccc1)N1CCCC1 ?
mHtt clearance: 9; mHtt clearance grain fraction: 39

What do the screens show for `COc1cc(Cl)c(C)cc1NC(=O)CSC`?
mHtt clearance: 0; mHtt clearance grain fraction: 20

What do the screens show for `CSc1ccc(Cc2ccc(Cl)cc2Cl)nn1`?
mHtt clearance: -3; mHtt clearance grain fraction: 22

How did CC(C)Nc1nc(NC(C)C)nc(Oc2ccc(/C=N/O)cc2)n1 do in these assays?
mHtt clearance: -34; mHtt clearance grain fraction: 41

How did O=C(CC1CCCCC1)Nc1ncn[nH]1 do in these assays?
mHtt clearance: 11; mHtt clearance grain fraction: 35

How did CC(=O)NC(CCS(C)(=O)=O)C(=O)Nc1cccc2ccccc12 (stereo not drawn) do in these assays?
mHtt clearance: -13; mHtt clearance grain fraction: 38

How did CCOC(=O)c1ccccc1NC(=O)Cn1cnc2c(cnn2-c2ccc(OC)cc2)c1=O do in these assays?
mHtt clearance: 86*; mHtt clearance grain fraction: 2.7*

How did CCn1cc(C(=O)N2CCN(C(=O)c3ccco3)CC2)c2cc(OC)c(OC)cc2c1=O do in these assays?
mHtt clearance: -35; mHtt clearance grain fraction: 60

Results for CC1(C)Cc2c(C#N)c(NCCN3CCOCC3)nc(-c3ccco3)c2CO1 ?
mHtt clearance: 42; mHtt clearance grain fraction: 12

What do the screens show for `CCOC(=O)c1nnc2c(Br)c(-c3ccccc3)nn2c1C`?
mHtt clearance: -3; mHtt clearance grain fraction: 20

How did Clc1ccccc1-c1nc(N/N=C/c2cccnc2)c2ccccc2n1 do in these assays?
mHtt clearance: -48; mHtt clearance grain fraction: 57

What do the screens show for `c1ccc(Cn2nnnc2C(c2cccnc2)N2CCN(c3ccccc3)CC2)cc1` (stereo not drawn)?
mHtt clearance: 37; mHtt clearance grain fraction: 20

Results for O=C(Nc1ccc(Cc2ccncc2)cc1)C1CCC(N2C(=O)C3C4C=CC(C5CC45)C3C2=O)CC1 (stereo not drawn) ?
mHtt clearance: -22; mHtt clearance grain fraction: 34

How did COc1cc(CNCCCN2CCOCC2)ccc1OCC(=O)Nc1cccc(C(F)(F)F)c1 do in these assays?
mHtt clearance: -2; mHtt clearance grain fraction: 31

How did Cc1ccc(S(=O)(=O)NCCCC(=O)C=[N+]=[N-])cc1 do in these assays?
mHtt clearance: -34; mHtt clearance grain fraction: 42

Results for CC(C)n1c(SCC(=O)N2c3ccccc3Sc3ccccc32)nc2c1c(=O)n(C)c(=O)n2C ?
mHtt clearance: 54; mHtt clearance grain fraction: 20

Results for COCc1nnc(NC(=O)CSc2ccccc2)s1 ?
mHtt clearance: 21; mHtt clearance grain fraction: 14

The list goes on, starting with the last 6 of the part before.
What do the screens show for `c1ccc(Cn2nnnc2C(c2cccnc2)N2CCN(c3ccccc3)CC2)cc1` (stereo not drawn)?
mHtt clearance: 37; mHtt clearance grain fraction: 20

Results for O=C(Nc1ccc(Cc2ccncc2)cc1)C1CCC(N2C(=O)C3C4C=CC(C5CC45)C3C2=O)CC1 (stereo not drawn) ?
mHtt clearance: -22; mHtt clearance grain fraction: 34

How did COc1cc(CNCCCN2CCOCC2)ccc1OCC(=O)Nc1cccc(C(F)(F)F)c1 do in these assays?
mHtt clearance: -2; mHtt clearance grain fraction: 31

How did Cc1ccc(S(=O)(=O)NCCCC(=O)C=[N+]=[N-])cc1 do in these assays?
mHtt clearance: -34; mHtt clearance grain fraction: 42

Results for CC(C)n1c(SCC(=O)N2c3ccccc3Sc3ccccc32)nc2c1c(=O)n(C)c(=O)n2C ?
mHtt clearance: 54; mHtt clearance grain fraction: 20

Results for COCc1nnc(NC(=O)CSc2ccccc2)s1 ?
mHtt clearance: 21; mHtt clearance grain fraction: 14

How did Cc1nc2ccccn2c1/C(O)=C1\C(=O)C(=O)N(CCN2CCOCC2)C1c1cccnc1 (stereo not drawn) do in these assays?
mHtt clearance: -22; mHtt clearance grain fraction: 25

How did Fc1ccc(-c2nc3n(n2)Cc2ccccc2-3)cc1 do in these assays?
mHtt clearance: 26; mHtt clearance grain fraction: 16

What do the screens show for `COc1cccc(C2C(C(=O)c3ccc(C)o3)=C(O)C(=O)N2CCCN(C)C)c1` (stereo not drawn)?
mHtt clearance: -4; mHtt clearance grain fraction: 20

How did CCOC(=O)c1[nH]c2ccc(OC)cc2c1NS(=O)(=O)c1ccc(OC)cc1OC do in these assays?
mHtt clearance: -6; mHtt clearance grain fraction: 39

What do the screens show for `CC1CCCCN1S(=O)(=O)c1ccc(S(=O)(=O)N2CCN(c3ccc(F)cc3)CC2)cc1` (stereo not drawn)?
mHtt clearance: -31; mHtt clearance grain fraction: 45

What do the screens show for `O=C(CCN1CCOCC1)c1ccccc1`?
mHtt clearance: 48; mHtt clearance grain fraction: 9.3

What do the screens show for `CCOC(=O)C(C(=O)NCCCN1CCOCC1)C1CCCCC1` (stereo not drawn)?
mHtt clearance: 20; mHtt clearance grain fraction: 15

What do the screens show for `COc1cc2c(cc1OC)C(C(=O)Nc1ccc3c(c1)OCCO3)C(c1cccnc1)N(C)C2=O` (stereo not drawn)?
mHtt clearance: 8; mHtt clearance grain fraction: 34

What do the screens show for `COC(=O)c1ccc(COC(=O)c2ccc(-n3cnnn3)cc2)o1`?
mHtt clearance: 47; mHtt clearance grain fraction: 11

What do the screens show for `C=CCOc1c(Br)cc(CNn2nnnc2N)cc1OC`?
mHtt clearance: -43; mHtt clearance grain fraction: 23

What do the screens show for `COc1ccc2c(c1)C1(Nc3ccccc3C(=O)N1c1ccccc1)C(=O)N2` (stereo not drawn)?
mHtt clearance: 24; mHtt clearance grain fraction: 28

What do the screens show for `O=C(Cn1c(=O)n(-c2cccc(Cl)c2)c(=O)n1CC(=O)N1CCCCC1)N1CCCCC1`?
mHtt clearance: 6; mHtt clearance grain fraction: 19

Results for Cc1cc(-c2ccccc2)nc(N2CCC(C(=O)NC(C)C)CC2)n1 ?
mHtt clearance: 25; mHtt clearance grain fraction: 28

Results for CCc1cccc(C)c1NC(=O)C1=C(C(=O)O)CCCC1 ?
mHtt clearance: -18; mHtt clearance grain fraction: 41

How did CCOC(=O)/C(C(=O)Nc1ccccc1Cl)=C1/NC(C)(C)Cc2ccccc21 do in these assays?
mHtt clearance: -3; mHtt clearance grain fraction: 40

What do the screens show for `CCOC(=O)N1CCN(C(=O)CSc2nnc(-c3cccs3)o2)CC1`?
mHtt clearance: -38; mHtt clearance grain fraction: 62

What do the screens show for `COC(=O)c1sccc1NC(=O)CSc1nnnn1-c1ccccc1C`?
mHtt clearance: -29; mHtt clearance grain fraction: 41

How did N#CC1C(=O)NC(N2CCN(c3ccccc3)CC2)=NC12CCCCC2 (stereo not drawn) do in these assays?
mHtt clearance: 43; mHtt clearance grain fraction: 12

What do the screens show for `Cc1csc(SCCn2c(N3CCCC3)nc3c2c(=O)[nH]c(=O)n3C)n1`?
mHtt clearance: 61; mHtt clearance grain fraction: 6.6

What do the screens show for `CC1CCCCN1c1nc2nonc2nc1N1CCCCC1C` (stereo not drawn)?
mHtt clearance: 42; mHtt clearance grain fraction: 12

What do the screens show for `O=C(Cn1c(-c2ccccc2)noc1=O)Nc1ccc(N2CCCCCC2)cc1`?
mHtt clearance: -40; mHtt clearance grain fraction: 49

Results for COc1ccc(-c2cc3ccccc3oc2=O)cc1NC(=O)c1cccnc1 ?
mHtt clearance: 33; mHtt clearance grain fraction: 21

What do the screens show for `CCn1nnc(NC(=O)c2cc3ccccc3o2)n1`?
mHtt clearance: 0; mHtt clearance grain fraction: 20

How did Oc1ccccc1-c1nc2cnccn2c1Nc1ccc2c(c1)OCCO2 do in these assays?
mHtt clearance: 10; mHtt clearance grain fraction: 19

What do the screens show for `CC(C)Oc1ccc(C(=O)N(CN2CCCC2=O)c2ccc(F)cc2)cc1`?
mHtt clearance: 38; mHtt clearance grain fraction: 11

Results for O=C1c2ccccc2-c2nc3ccccc3n21 ?
mHtt clearance: 30; mHtt clearance grain fraction: 14

Results for Cc1ccc(-n2c(Cc3cccn3C)nnc2SCC(N)=O)cc1 ?
mHtt clearance: -98; mHtt clearance grain fraction: 85

How did CCOc1ccc(C(O)C(CN2CCOCC2)c2ccccc2)cc1 (stereo not drawn) do in these assays?
mHtt clearance: -37; mHtt clearance grain fraction: 55

How did CCOC(=O)c1cccnc1SCC(=O)N(C)c1ccccc1 do in these assays?
mHtt clearance: 4; mHtt clearance grain fraction: 41

How did COC(=O)c1[nH]c2cc(C)ccc2c1NC(=O)CN1CCc2cc(OC)c(OC)cc2C1 do in these assays?
mHtt clearance: 27; mHtt clearance grain fraction: 15

Results for Cc1cc(C)cc(NS(=O)(=O)c2ccc3[nH]cc(C(=O)NCc4ccco4)c(=O)c3c2)c1 ?
mHtt clearance: -27; mHtt clearance grain fraction: 21

What do the screens show for `O=C(NCc1cccs1)c1cc2c(s1)-c1ccccc1OC2`?
mHtt clearance: -34; mHtt clearance grain fraction: 45

Results for Cc1ccc(NC(=O)c2cc(N3C(=O)C4CC=CCC4C3=O)ccc2N2CCCCC2)cc1 (stereo not drawn) ?
mHtt clearance: 5; mHtt clearance grain fraction: 28

What do the screens show for `Cc1ccc(OCc2nc(C#N)c(N3CCCC3)o2)cc1`?
mHtt clearance: -13; mHtt clearance grain fraction: 22

What do the screens show for `O=C(NCCOC(=O)c1ccc(C(=O)OCCNC(=O)c2cccnc2)s1)c1cccnc1`?
mHtt clearance: 31; mHtt clearance grain fraction: 27

Results for COCCn1c(SCC(=O)NCc2ccco2)nc2cccnc21 ?
mHtt clearance: -49; mHtt clearance grain fraction: 32

Results for O=c1c2ccccc2nc(-c2ccco2)n1/N=C/c1ccccc1O ?
mHtt clearance: 29; mHtt clearance grain fraction: 13

What do the screens show for `COc1ccc(CNC(=O)CSc2ncn[nH]2)cc1`?
mHtt clearance: -23; mHtt clearance grain fraction: 24

What do the screens show for `CCOc1ccc(-c2nc(C#N)c(N3CCN(C)CC3)o2)cc1`?
mHtt clearance: 18; mHtt clearance grain fraction: 13

What do the screens show for `O=C(NCC(=O)N(Cc1cccs1)C(C(=O)NC1CCCC1)c1ccncc1)c1ccco1` (stereo not drawn)?
mHtt clearance: -66; mHtt clearance grain fraction: 32

What do the screens show for `N/C(=N\OC(=O)Nc1ccccc1)c1ncc(C(F)(F)F)cc1Cl`?
mHtt clearance: 24; mHtt clearance grain fraction: 15

What do the screens show for `CN(c1cccc(NC(=O)Cc2ccccc2)c1)S(C)(=O)=O`?
mHtt clearance: -12; mHtt clearance grain fraction: 22

How did CCOc1ccccc1NC(=O)c1ccccc1-c1nc(-c2ccccc2)no1 do in these assays?
mHtt clearance: -29; mHtt clearance grain fraction: 48

Among those listed so far, these have a COOH group:
How did CC(C)CNS(=O)(=O)c1ccc(CCC(=O)O)cc1 do in these assays?
mHtt clearance: 3; mHtt clearance grain fraction: 19

Results for CCc1cccc(C)c1NC(=O)C1=C(C(=O)O)CCCC1 ?
mHtt clearance: -18; mHtt clearance grain fraction: 41
